From PubChem
CHT inh – inhibitors of human choline transporter CHT. Q9GZV3. CHT-expressing cells, membrane potential dye, choline response; hits give low values. B-score at 10 µM. 310,000 tested, 0.86% active. AID 488975;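 active means B-score over 3 SD under the library average, and starting fluorescence ratio not unusually high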;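 further: choline stimulus applied at its EC90 after an EC20 pre-addition; B-score computed on integrated fluorescence ratio after choline addition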
Kir21 block – Kir2.1 (mouse) channel inhibition; P35561; HEK293-Kir2.1, FluxOR thallium flux fluorescence; hits give low values; B-score at 10 µM; 310,000 tested, 0.85% active;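 active means fluorescence ratio B-score at or below minus 3 SD of library scores, with starting-brightness B-score within 2 SD, cut at about -4.2 in these data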;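 further: channel flux triggered by added potassium and thallium sulfate stimulus; B-score of peak minus minimum fluorescence over baseline after thallium stimulus; more negative B-score means stronger Kir2.1 block with less thallium influx; some compounds called inactive have numbers as strong as hits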
KCNQ2 block – KCNQ2 potassium channel inhibitors, primary screen, cell-based, CHO-K1, FluxOR thallium flux, B-score (AID 2156). O88943. 20 min; hits give low values. B-score at 10 µM. 310,000 tested, 1.1% active;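 active means fluorescence ratio B-score at most minus 3 library SDs, with starting brightness B-score within 2 library SDs, cut at about -5.5 in these data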
Target sequence (O88943 whole entry, looked up): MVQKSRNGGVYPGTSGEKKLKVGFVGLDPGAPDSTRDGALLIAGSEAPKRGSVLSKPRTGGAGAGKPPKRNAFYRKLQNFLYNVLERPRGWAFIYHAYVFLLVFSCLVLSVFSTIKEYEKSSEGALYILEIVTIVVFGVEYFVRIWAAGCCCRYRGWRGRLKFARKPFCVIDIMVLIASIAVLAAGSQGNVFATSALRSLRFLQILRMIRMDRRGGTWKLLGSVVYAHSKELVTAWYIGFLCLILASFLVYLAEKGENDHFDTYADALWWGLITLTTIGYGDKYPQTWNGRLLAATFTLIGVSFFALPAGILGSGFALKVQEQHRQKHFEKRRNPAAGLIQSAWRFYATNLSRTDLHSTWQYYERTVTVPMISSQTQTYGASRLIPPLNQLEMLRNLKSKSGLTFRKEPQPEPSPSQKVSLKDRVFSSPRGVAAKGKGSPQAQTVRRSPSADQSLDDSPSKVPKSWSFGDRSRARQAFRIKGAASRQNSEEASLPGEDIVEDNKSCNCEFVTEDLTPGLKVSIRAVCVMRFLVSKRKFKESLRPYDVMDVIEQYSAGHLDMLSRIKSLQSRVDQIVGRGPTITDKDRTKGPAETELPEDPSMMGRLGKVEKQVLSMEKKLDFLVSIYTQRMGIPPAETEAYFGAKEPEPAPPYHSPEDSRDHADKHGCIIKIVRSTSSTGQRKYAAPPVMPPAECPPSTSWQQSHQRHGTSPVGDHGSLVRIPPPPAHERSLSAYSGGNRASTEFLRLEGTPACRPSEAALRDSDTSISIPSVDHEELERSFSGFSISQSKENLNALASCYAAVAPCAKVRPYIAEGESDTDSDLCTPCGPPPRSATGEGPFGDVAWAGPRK
An asterisk follows results filed as active; i = inactive; x = no result given.

KCNQ2 block,Kir21 block,CHT inh,molecule
i,-0.28,-5.2*,CC(NC(=O)Cn1nc(-c2ccccc2)c2ccccc2c1=O)c1ccccc1 (stereo unspecified)
i,-0.02,i,COc1ccc(-n2cnnc2)cc1
i,0.17,i,O=C(Cc1ccsc1)NCC(c1ccco1)N1CCCCC1 (stereo unspecified)
i,-0.65,i,O=C(Cc1c[nH]c2ccccc12)N1CCN(c2ccccc2)CC1
i,0.33,i,COc1ccccc1CNC(=O)C(=O)NCC1OCCCN1S(=O)(=O)c1ccc(F)cc1C (stereo unspecified)
i,-0.81,i,CC(C)OCCCNc1nc2c(-c3ccccc3)nnn2c2ccccc12
i,0.05,i,COc1ccc(S(=O)(=O)N(c2onc(C)c2Cl)S(=O)(=O)c2ccc(OC)c(OC)c2)cc1OC
i,-0.32,i,CC(=O)C1=C(C)NC(=S)NC1c1cc([N+](=O)[O-])ccc1O (stereo unspecified)
i,-0.55,i,CCc1ccc2c(c1)C(c1ccc([N+](=O)[O-])cc1)=NNC(c1ccc(Br)cc1)=N2
i,-0.04,i,CCc1ccc(-c2cc(C)no2)cc1S(=O)(=O)N1CCN(c2cc(C)ccc2C)CC1
i,0.14,i,Cc1cc([N+](=O)[O-])ccc1NC(=O)CCC(=O)N1CCCCCC1
i,-0.55,i,Cc1cc(C)cc(-n2ncc3c2CCCC3NC(=O)c2cc(C)oc2C)c1 (stereo unspecified)
i,-2.3,i,Cc1cc(C(=O)COc2ccc(-c3nnco3)cc2)c(C)n1Cc1ccccc1
i,-0.11,i,O=C(CSc1n[nH]c(-c2cccs2)n1)NCCc1ccccc1
i,0.12,i,O=C(Nc1nccs1)C1CCN(S(=O)(=O)c2ccc3c(c2)OCCCO3)CC1
i,-0.43,i,CN1CCN(C(=O)C2=C[C@H](c3coc4ccccc4c3=O)C[C@H](OCc3ccc(CO)cc3)O2)CC1
i,-0.62,i,COc1ccc(C(=O)Nn2c(C)nc3ccccc3c2=O)cc1[N+](=O)[O-]
i,0.89,i,Cc1oc2cc(O)ccc2c(=O)c1N1C(=O)c2ccccc2C1=O
i,-1.2,i,Cc1ccc(C(=O)N2CC(=O)Nc3ccc(F)cc3C2c2ccc(F)cc2)cc1 (stereo unspecified)
i,0.99,i,CC1=N/C(=C\c2ccc([N+](=O)[O-])cc2)C(=O)N1c1ccc(Cl)cc1
i,0.31,i,COC(=O)CSc1nnc(C)c(=O)[nH]1
i,1.5,i,CCC(=O)N1CCN(c2ccc(NC(=O)c3ccc4c(c3)OCO4)cc2)CC1
i,-2.1,i,CCOC(=O)C1CCCN(Cc2c(C(=O)N3CCCCC3)nc3c(C)cccn23)C1 (stereo unspecified)
i,-0.2,i,COCCc1ncc(CN2CCCCC2C(=O)Nc2ccc(Oc3ccccc3)nc2)cn1 (stereo unspecified)
i,0.21,i,O=C(NCCc1ccccc1)C1CCC(CNS(=O)(=O)c2cccc3cccnc23)CC1 (stereo unspecified)

Two entries picked at random from the list so far, as already listed:
KCNQ2 block,Kir21 block,CHT inh,molecule
i,-0.55,i,Cc1cc(C)cc(-n2ncc3c2CCCC3NC(=O)c2cc(C)oc2C)c1 (stereo unspecified)
i,-0.62,i,COc1ccc(C(=O)Nn2c(C)nc3ccccc3c2=O)cc1[N+](=O)[O-]

Going on with the list.
KCNQ2 block,Kir21 block,CHT inh,molecule
i,-0.5,i,O=C(Nc1cccc(C(=O)O)c1)/C(=C\c1ccc2c(c1)OCO2)NC(=O)c1ccc(Br)cc1
i,0.21,i,Cc1ccc(SCC(=O)NC(=O)NC(C)C)c(C)c1
i,-0.99,i,CCCNS(=O)(=O)c1ccc(OCC(=O)NCCCOC)cc1
i,-0.77,i,CC(C)Cn1nc(NS(=O)(=O)c2ccccc2)c2cc3ccccc3nc21
i,-1.3,i,CC(=O)Oc1cccc(C(=O)Nc2ccccc2C(=O)N2CCCC2)c1
i,0.01,i,Cn1cc(/C=C2/SC(=O)N(c3ccccc3)C2=O)c2ccccc21
i,-1.1,i,Cc1cccc(NC(=O)C2SC(=Nc3c(C)cccc3C)C(C(=O)N3CCOCC3)=C2N)c1 (stereo unspecified)
i,-2.2,i,Cc1cc(C(=O)O)c(CSCc2cc(C(=O)O)oc2C)o1
i,0.47,i,COc1ccc(-c2cc(C(=O)N/N=C/c3cccnc3)c3ccccc3n2)c(OC)c1
i,-3.6,i,COc1ccc(CCN(C)CC(=O)Nc2ccc(F)c(Cl)c2)cc1OC
i,-0.6,i,COc1cc2c(cc1OC)CN(C(=O)CCOc1ccccc1C)CC2
-6.9*,0.03,i,N#C/C(=C\c1ccccc1[N+](=O)[O-])C(=O)NC1CCCCC1
i,0.19,i,C[C@@]12C(=O)N(CCO)CC(=O)N1[C@H](/C=C/c1ccccc1)[C@@H]1C(=O)N(c3ccccc3)C(=O)[C@@H]12
i,-2.1,i,COc1ccc(OC)c(CCNC(=O)Cn2nc(C)c3c(C)n(-c4ccc(C)cc4)nc3c2=O)c1
i,0.21,i,CC(C)c1onc(C(=O)N2CCN(Cc3ccccc3)CC2)c1[N+](=O)[O-]
i,0.7,i,CSc1ccccc1OCc1cc(C(=O)NC(C)Cn2cncn2)no1 (stereo unspecified)
i,-0.05,i,COc1ccc(C(CNC(=O)c2cccc(S(=O)(=O)NCc3ccccc3)c2)N(C)C)cc1 (stereo unspecified)
i,-0.01,i,COc1cccc(-c2nc3ccc(C(=O)NC(C)Cc4cccnc4)cc3o2)c1 (stereo unspecified)
i,1.9,i,CCCCN(C(=O)CSCC(=O)Nc1ccc(C)cc1)c1c(N)n(CCCC)c(=O)[nH]c1=O
i,0.87,i,COc1ccc(NCc2nnc(SCC(=O)NCc3ccccc3)n2-c2ccccc2OC)cc1
i,2,i,Cc1cc(N2CCC(C)CC2)nc(-c2ccccc2O)n1
i,-0.25,i,CS(=O)(=O)N(Cc1ccc(Cl)cc1)c1ccc(C(=O)NCC2CCCO2)cc1 (stereo unspecified)
i,2.4,i,CC(OC(=O)c1cc(S(=O)(=O)N2CCOCC2)ccc1F)C(=O)NC1CCCCC1C (stereo unspecified)
i,-0.42,i,CSCCC(NC(=O)c1ccc(C)o1)C(=O)O (stereo unspecified)
i,0.49,i,COc1ccc2c(c1)C1=NN(/C(C)=C/C(C)=O)C(c3ccc(F)cc3)C1CC2 (stereo unspecified)
i,-0.91,i,NC(=O)C1CCN(C(=O)c2ccco2)CC1
i,1.6,i,COc1ccc(CC(=O)N/N=C/c2ccc(-c3ccc(F)cc3)o2)cc1OC
i,0.87,i,CCOC(OCC)c1ccc(/C=C\c2nccc(N)n2)cc1
i,0.91,-5.2*,Cc1c(C(=O)Nc2ccc(S(=O)(=O)NCC3CCCO3)cc2)cccc1[N+](=O)[O-] (stereo unspecified)
i,0.18,i,O=C(C1CCCN(S(=O)(=O)c2cccnc2)C1)N1CCN(c2ccccn2)CC1 (stereo unspecified)
i,2.2,i,COc1ccc(Cn2nnnc2C(c2cccnc2)N2CCN(c3ccc(O)cc3)CC2)cc1 (stereo unspecified)
i,0,i,COc1ccc(NS(=O)(=O)c2csc(C(N)=O)c2)cc1
-9.7*,-7.9*,i,Cc1ccc(C(=O)c2no[n+]([O-])c2C(=O)c2ccc(C)cc2)cc1
i,0.87,i,Cc1noc(C)c1C(=O)Nc1ccc(F)cc1
i,1.1,i,CC(=O)Nc1ccc(NC(=O)C(C)O/N=C/c2cccc([N+](=O)[O-])c2)cc1 (stereo unspecified)
i,2.2,i,O=S(=O)(NCc1ccccn1)c1ccc(Cl)c(C(F)(F)F)c1
i,0.02,i,COc1ccccc1NC(=O)Cn1nc(Cc2cccnc2)c2ccccc2c1=O
i,0.17,i,OC(c1ccccc1)(c1ccccc1)c1ccn[nH]1
i,0.09,i,CCOC(=O)CN1C(=O)CCSc2ccc(Cl)cc21
i,-0.02,i,Cc1cc(C)n(CCCNC(=O)C2CCC(=O)N(CCc3ccc(Cl)cc3)C2)n1 (stereo unspecified)
i,-5.1*,i,COC(=O)c1c(C)oc(C)c1S(=O)(=O)NCc1ccc(Cl)cc1Cl
i,0.61,i,COc1cccc(N2CCN(C(=O)c3oc4ccccc4c3NC(=O)CCc3cc(OC)no3)CC2)c1
i,-0.59,i,Cc1c(Cl)cccc1NC(=O)NCc1ccc(C)n1C
i,-0.85,i,O=S(=O)(c1ccc2c(c1)nc(COc1ccc(Cl)cc1)n2CC1CCCO1)N1CCOCC1 (stereo unspecified)
i,1.2,i,C[C@H](NC(=O)C1CC(=O)N(c2ccc3c(c2)OCO3)C1)C(=O)NCc1ccco1 (stereo partly specified)
i,0.88,i,CCCCCCC(=O)Nc1nnc(CC)s1
i,-0.19,i,CC1CCCCN1S(=O)(=O)Cc1ccccc1Cl (stereo unspecified)
i,0.09,i,CCC(C)NC(=O)C1CCC(=O)N(c2ccc3c(c2)OCO3)C1c1ccc(OC)cc1 (stereo unspecified)
i,0.01,i,COc1ccccc1OCCNC(=O)c1ccc2c(c1)OCCO2
i,0.23,i,Cc1ccc(-n2[nH]c(C)c(C=Nc3ccc(Br)cn3)c2=O)cc1

Grouped by structure: those above with fluorine.
KCNQ2 block,Kir21 block,CHT inh,molecule
i,0.33,i,COc1ccccc1CNC(=O)C(=O)NCC1OCCCN1S(=O)(=O)c1ccc(F)cc1C (stereo unspecified)
i,-1.2,i,Cc1ccc(C(=O)N2CC(=O)Nc3ccc(F)cc3C2c2ccc(F)cc2)cc1 (stereo unspecified)
i,-3.6,i,COc1ccc(CCN(C)CC(=O)Nc2ccc(F)c(Cl)c2)cc1OC
i,2.4,i,CC(OC(=O)c1cc(S(=O)(=O)N2CCOCC2)ccc1F)C(=O)NC1CCCCC1C (stereo unspecified)
i,0.49,i,COc1ccc2c(c1)C1=NN(/C(C)=C/C(C)=O)C(c3ccc(F)cc3)C1CC2 (stereo unspecified)
i,1.6,i,COc1ccc(CC(=O)N/N=C/c2ccc(-c3ccc(F)cc3)o2)cc1OC
i,0.87,i,Cc1noc(C)c1C(=O)Nc1ccc(F)cc1
i,2.2,i,O=S(=O)(NCc1ccccn1)c1ccc(Cl)c(C(F)(F)F)c1

The results go on.
KCNQ2 block,Kir21 block,CHT inh,molecule
i,-1.9,i,CCOc1ccc(OCC(=O)NCCc2nc3ccccc3[nH]2)cc1
i,-2.8,i,CC(C)c1ccc(OCC(=O)NNC(=O)c2cnccn2)cc1
i,-0.07,i,COc1ccc(S(=O)(=O)N2CCC[C@H]2C(=O)NC2=NCCS2)cc1
i,-1.3,i,COc1cccc(C(=O)Nn2cnnc2)c1
i,-0.32,i,O=C(COc1cccnc1[N+](=O)[O-])Nc1ccc2c(c1)OCO2
i,-0.88,i,Cc1sc(N)nc1-c1ccccc1
i,0.23,x,CC(C)(O)C#Cc1ccc(C(=O)N2CCC(C(N)=O)(N3CCCCC3)CC2)o1
i,-1.5,i,CCC(NS(=O)(=O)c1ccc(C)cc1)C(=O)O (stereo unspecified)
i,0.45,i,O=C(Nc1cc(Sc2ccccn2)cc([N+](=O)[O-])c1)c1ccc([N+](=O)[O-])cc1
i,-1.9,i,Cc1cc(C)nc(SCC(=O)c2ccc(C)c(C)c2)n1
i,-0.99,i,CCOc1ccc(NC(=O)C23CC4CC(C2)CC(c2ccccc2)(C4)C3)cc1
i,0.16,i,Oc1oc(-c2cccc3ccccc23)nc1/C=N/c1nccs1
i,0.41,i,O=C(/C=C/c1ccc2c(c1)OCO2)c1ccc(F)cc1
i,1.1,i,O=C(CNC(=O)c1cccc(F)c1)OCCOc1cccc(Cl)c1
i,0.09,i,O=C(N/C(=C\c1cn(-c2ccccc2)nc1-c1ccccc1)C(=O)N1CCOCC1)c1ccccc1
i,0.74,i,COc1ccccc1C(=O)n1nc(C)cc1C
i,-0.61,i,O=C(Cc1ccccc1)Nc1ccccc1C(=O)N1CCCCC1
i,1.4,i,Cc1ccc(F)cc1NC(=O)c1sc2ncn(CC(=O)N3CCN(c4ccccn4)CC3)c(=O)c2c1C
i,-0.27,i,COc1ccccc1CNC(=O)c1cc2c(C)nn(Cc3ccc(F)cc3)c2s1
i,-0.05,i,CCOC(=O)C1CCN(C(=O)Cn2nc(C)n3nc(-c4ccc(CC)cc4)cc3c2=O)CC1
i,-1.8,i,CC(C)[C@H](NC(=O)C1CCN(C(=O)[C@H](Cc2ccccc2)NC(=O)OC(C)(C)C)CC1)C(=O)O
i,0.17,i,C=CCNC(=O)c1ccc(Cn2cc(C(F)(F)F)ccc2=O)cc1
i,0,i,O=C(COc1ccc(Cl)cc1)NCc1ccncc1
i,-1.6,i,Cc1cc(C)c2nc(N)sc2c1
i,0.5,i,NC(=O)c1ccc(=O)n(Cc2ccc(F)c(F)c2)c1

Structures listed above shown as hits in KCNQ2 block.
KCNQ2 block,Kir21 block,CHT inh,molecule
-6.9*,0.03,i,N#C/C(=C\c1ccccc1[N+](=O)[O-])C(=O)NC1CCCCC1
-9.7*,-7.9*,i,Cc1ccc(C(=O)c2no[n+]([O-])c2C(=O)c2ccc(C)cc2)cc1

Further results.
KCNQ2 block,Kir21 block,CHT inh,molecule
i,1.5,i,Cc1cc2cc(CCNC(=O)C(=O)c3c[nH]c4ccccc34)c(=O)[nH]c2cc1C
i,0.36,i,O=C(CP(=O)(c1ccccc1)c1ccccc1)N1CCOCC1
i,-1.1,i,O=C(Oc1c(CN2CCOCC2)cc(Cl)c2cccnc12)c1ccccc1
i,0.17,x,Cc1ccc2nc3sc(C(=O)Nc4ccc(N5CCOCC5)cc4)c(N)c3cc2c1
i,-1.6,i,COc1cccc(=O)c2c(C)oc(C)c12
i,1.3,i,COc1ccc(OCC(=O)Nc2cc(OC)ccc2N2CCCCC2)cc1
i,-1.6,i,COc1ccc(/C=N/N2C(=O)CN(C(=O)c3ccccc3)C2c2ccc(OC)cc2)cc1 (stereo unspecified)

No enrichment for hits; overall some 2.6% were active at least once.
